Autofluor 339 – intrinsic fluorescence of library compounds, ex339/em460 – biochemical, MLSMR library, data from DPM-DC assay, artefact control, profiling panel; compound autofluorescence, ex339/em460 nm, NADH buffer; active compounds read high; 1 = no-compound wells, NADH background; fluorescence fold increase at 10 µM; 65,000 compounds, 5.5% hits; AID 709;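 active means at 10 µM, mean starting fluorescence two-fold or more over control wells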;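 further: signal is the first read of a kinetic run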
Cdc25B inh – inhibitors of human Cdc25B phosphatase; P30305; AID 368; inhibition, %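 (compounds tested at 10 µM final in the well)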; 65,000 compounds, 0.1% hits; recombinant Cdc25B, OMFP fluorescence Ex485/Em525; in the data active means inhibition above about 50%
DUSP1 inh – human dual specificity phosphatase 1 inhibition. recombinant MKP-1, OMFP hydrolysis fluorescence. inhibition, %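 (compounds tested at a single concentration somewhere between 10 and 100 µM)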. 65,000 compounds, 0.15% hits. AID 374;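 active means inhibition above about 50%, limit read from the data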;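 further: 0% = DMSO max control wells and 100% = wells with enzyme stopped by NaOH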
Hsp90 block – displaces geldanamycin probe from tumor Hsp90; AID 429; inhibition, % at 30 µM; NCI-N417 lysate Hsp90, Cy3B-geldanamycin FP displacement; 64,000 compounds, 0.35% hits; P07900;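 active means inhibition above 50%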;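 further: 0% = tracer plus lysate wells and 100% = tracer alone without lysate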
PKA kinase inh – blocks human protein kinase A activity | P17612 | PKA Kemptide phosphorylation, Kinase-Glo ATP luminescence | inhibition, % at 6 µM | 65,000 compounds, 0.1% hits | AID 524;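 active means inhibition above the screen-wide mean inhibition plus 3 SD, cut at about 21% in these data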; further: many of its hits are not listed in these tables
JNK3 blocker – JNK3 (human) kinase inhibition; P53779; purified JNK3 kinase activity, HTS; inhibition, % at 8 µM; 60,000 compounds, 0.61% hits; AID 746; in the data active means inhibition above about 17%;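 further: 0% = DMSO and 100% = reference inhibitor; many of its hits are not listed in these tables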
HER2 expr 66K – Her2 kinase expression inhibition; HER2 level % of control, % at 10 µM; 65,000 compounds, 0.69% hits; P04626; AID 645; SKBR-3 HER2 protein level, AlphaScreen, 18-24 h; active compounds read low;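 active means HER2 level under 5% of the carrier-only control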;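 further: 100% = DMSO carrier and 0% = 500 nM PU-H71 HSP90 inhibitor; lower value means stronger loss of Her2 protein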
A340 absorber – compounds absorbing at 340 nm | fold change at 10 µM | AID 708 | 65,000 tested, under 10 active | compound absorbance at 340 nm, fold over control;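 active means at 10 µM dose, initial 340 nm absorbance at least 2 fold that of control wells; inactive means change under 2 fold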;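 further: initial absorbance extrapolated from kinetic A340 decline of NADH oxidation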
ROCK2 blocker – ROCK2 (human) kinase inhibition; O75116; purified ROCK2, Kinase-Glo ATP depletion luminescence; inhibition, % at 6 µM; 60,000 compounds, 0.35% hits; AID 604;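 active means inhibition above the screen-wide mean inhibition plus 3 SD, cut at about 18% in these data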;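 further: plate controls were DMSO wells for no effect and Y-27632 control wells after no-enzyme background subtraction for full effect; many of its hits are not listed in these tables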
Target sequence (O75116 whole entry, looked up): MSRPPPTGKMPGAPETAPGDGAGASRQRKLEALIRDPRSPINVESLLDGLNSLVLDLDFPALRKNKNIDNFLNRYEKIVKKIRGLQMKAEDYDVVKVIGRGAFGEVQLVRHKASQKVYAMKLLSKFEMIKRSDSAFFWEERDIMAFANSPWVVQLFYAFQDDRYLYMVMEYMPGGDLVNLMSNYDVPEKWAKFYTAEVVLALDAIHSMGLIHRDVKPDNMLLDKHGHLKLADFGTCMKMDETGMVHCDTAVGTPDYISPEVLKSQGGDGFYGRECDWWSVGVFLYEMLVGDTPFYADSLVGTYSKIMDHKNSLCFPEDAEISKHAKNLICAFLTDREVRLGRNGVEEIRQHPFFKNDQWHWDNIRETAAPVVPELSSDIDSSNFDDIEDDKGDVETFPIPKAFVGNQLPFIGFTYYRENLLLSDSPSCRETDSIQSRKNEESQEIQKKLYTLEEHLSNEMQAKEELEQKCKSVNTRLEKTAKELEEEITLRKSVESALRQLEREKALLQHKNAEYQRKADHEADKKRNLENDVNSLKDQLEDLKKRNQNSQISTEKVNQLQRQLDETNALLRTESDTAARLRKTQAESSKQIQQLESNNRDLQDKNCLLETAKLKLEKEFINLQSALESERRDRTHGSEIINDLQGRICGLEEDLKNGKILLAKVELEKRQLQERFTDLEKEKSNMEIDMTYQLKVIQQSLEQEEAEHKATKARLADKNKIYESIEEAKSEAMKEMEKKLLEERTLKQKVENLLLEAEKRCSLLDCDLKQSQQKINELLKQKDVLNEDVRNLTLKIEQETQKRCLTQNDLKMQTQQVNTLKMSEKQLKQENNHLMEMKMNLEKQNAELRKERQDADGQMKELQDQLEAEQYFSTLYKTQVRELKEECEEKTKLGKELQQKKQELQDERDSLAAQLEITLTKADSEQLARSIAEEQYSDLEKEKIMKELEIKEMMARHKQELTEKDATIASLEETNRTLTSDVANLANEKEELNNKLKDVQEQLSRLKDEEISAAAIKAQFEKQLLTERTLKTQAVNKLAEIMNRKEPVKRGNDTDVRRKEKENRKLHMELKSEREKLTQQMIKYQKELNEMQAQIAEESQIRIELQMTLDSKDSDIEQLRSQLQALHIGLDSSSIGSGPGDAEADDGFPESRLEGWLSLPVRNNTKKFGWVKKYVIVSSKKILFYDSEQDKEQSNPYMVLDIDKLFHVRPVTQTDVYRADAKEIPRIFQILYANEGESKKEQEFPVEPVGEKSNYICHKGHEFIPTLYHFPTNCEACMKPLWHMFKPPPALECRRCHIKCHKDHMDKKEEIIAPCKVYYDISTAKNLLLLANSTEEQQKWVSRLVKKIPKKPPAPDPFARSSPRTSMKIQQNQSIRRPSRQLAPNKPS
The depositor's hits bear a star; . = no result given. An excerpt; count on the stated rates, not on these rows.

SMILES	Autofluor 339	Cdc25B inh	DUSP1 inh	Hsp90 block	PKA kinase inh	JNK3 blocker	HER2 expr 66K	A340 absorber	ROCK2 blocker
CCOC(=O)c1sc2nc(SCC#N)n(CC3CCCO3)c(=O)c2c1C (stereo not drawn)	1.4	-18	27	-1	2	.	100	1.1	.
COc1ccc(N2CC(C(=O)NCCCN3CCOCC3)CC2=O)cc1 (stereo not drawn)	1.1	-2	9	-2	12	5	93	1	6
CCc1ccccc1NS(=O)(=O)c1ccc2[nH]cc(C(=O)NCC3CCCO3)c(=O)c2c1 (stereo not drawn)	1.6	19	10	-2	3	-6	74	1.1	1
O=C(NCc1cccnc1)c1ccc2c(c1)OCO2	1.1	-5	0	0	1	.	117	1	.
CC(=O)CC1OC(=O)C(Br)=C1NCc1ccccc1 (stereo not drawn)	1.1	-4	-1	-3	0	4	25	1	2
COc1ccccc1-c1nnc(SCC(=O)OC(C)C)o1	1.1	-1	3	-4	5	3	109	1	6
CCN(CCCNC(=O)C1CCCN(S(=O)(=O)CC)C1)c1cccc(C)c1 (stereo not drawn)	1	-12	8	2	11	-7	81	0.98	3
CN(C)c1cccc2c(S(=O)(=O)Nc3ccccn3)cccc12	1.5	4	-6	6	4	3	141	1	1
COc1cccc(-n2nnc3c(=O)n(CC(=O)N4CCC(Cc5ccccc5)CC4)cnc32)c1	1.1	-7	7	-1	3	.	77	1.1	.
Cc1ccc(S(=O)(=O)N2CCCCC2C(=O)NCc2ccco2)cc1 (stereo not drawn)	1.1	-7	33	0	0	-2	120	1	-3
O=C(O)C1Cc2c([nH]c3ccccc23)C(c2ccc3c(c2)OCO3)N1 (stereo not drawn)	1.3	-7	-25	-3	2	-6	97	0.98	-1
CCOC(=O)N1CCN(C(=O)CN(c2cccc(C)c2)S(=O)(=O)c2ccccc2)CC1	1.1	-1	13	.	8	.	109	1	.
Cn1nc(C(=O)NCC2CCCO2)c2ccccc2c1=O (stereo not drawn)	1.1	-6	0	0	4	2	80	1	7
CC(=NCc1ccco1)c1c(O)n(C2CCCCC2)c(=O)[nH]c1=O	1.1	9	-2	-10	-2	4	93	1	2
CC(C)(C)C1CCC(OC(=O)c2ccncc2)CC1 (stereo not drawn)	1	-4	-1	-2	-8	-5	104	0.99	0
CC(=O)Nc1cccc(NC(=O)CSc2nnc(Cc3cccn3C)n2CCc2ccccc2)c1	1.1	-7	24	-5	-4	3	59	0.99	3
COc1cccc(CNCC(=O)N2C(C)CCCC2C)c1 (stereo not drawn)	1.1	-5	-19	-3	13	-3	108	1.1	5
COc1ccc(-n2c(C)c(C(C)=O)c(C(C)=O)c2C)cc1OC	1.1	-8	13	-3	3	-1	117	1	4
COc1ccc(S(=O)(=O)N2CCC(C(=O)Nc3ccccc3C)CC2)c2cccnc12	1.1	-10	5	0	0	-3	98	1	-1
CCOC(=O)N1CCN(S(=O)(=O)c2cc(Br)cc3c2N(C(=O)C2CC2)CC3)CC1	1.1	-13	6	.	-3	.	66	1	.
O=S(=O)(NC1CC1)c1cccc(S(=O)(=O)N2CCCC2)c1	1	0	-10	-1	9	-1	81	1	4
CCn1cc(C(=O)OCc2cccc(Br)c2)c(=O)c2ccc(C)nc21	1	-6	9	-3	1	.	92	1.1	.
CCCn1c(NC(=O)c2ccco2)nc2ccccc21	1.1	3	5	-2	9	4	0.7*	1.2	9
CCCn1c(=O)c2ccccc2n2c(SCc3cc(=O)n4ccsc4n3)nnc12	1	-4	4	-4	5	-3	98	1	1
COc1ccc(-c2nc(C3CCCCC3)no2)cc1OC	1.1	-7	4	1	-4	-11	99	1	-2
Cc1ccccc1NC(=O)C1CCCN1C(=O)NC1CCCCC1 (stereo not drawn)	1.1	-5	-10	1	10	-5	74	1	1
CC(C)C(=O)Nc1cc(C(F)(F)F)ccc1N1CCOCC1	1.1	3	19	-5	3	-3	119	1.1	-1
N=c1n(CCO)c2ccccc2n1CCOc1ccccc1	1.1	3	7	-1	9	-3	76	1	5
CC(C)c1ccc2oc(=O)cc(CN3CCN(c4ccccc4)CC3)c2c1	1.1	-15	-15	-2	5	6	81	0.98	6
Cc1cccc(N2C(=O)CC(N3CCOCC3)C2=O)c1 (stereo not drawn)	1.1	-1	-4	0	1	1	.	1	-4
O=C(c1cc2cc(Cl)cc(Cl)c2oc1=O)N1CCOCC1	1.1	-2	-16	-5	3	.	100	1	.
CCS(=O)(=O)c1ccc(NC(=O)c2ccccc2Cl)c(O)c1	0.95	-5	-26	-2	10	-1	90	1	6
Cc1cc(N2CCOCC2)nc(NCc2ccccc2)n1	1	-9	9	1	-7	3	62	1	-1
O=C(O)Cc1ccc(-c2ccccc2)cc1	1	-13	8	-3	0	-4	87	0.97	6
COc1cccc(Nc2nc(N)nc(C(F)(F)F)n2)c1	1.1	5	5	2	0	5	102	1	0
O=C(CCC(=O)N(CC(=O)NC1CCCCC1)c1ccc2c(c1)OCO2)Nc1ccccn1	1.1	17	31	14	6	-9	64	1	4
COc1cc(CC(=O)Nc2sccc2C(N)=O)cc(OC)c1OC	1.1	11	29	-9	2	56*	74	0.99	3
COc1ccc(/C(O)=C2\C(=O)C(=O)N(CCN3CCOCC3)C2c2ccccc2OC)cc1 (stereo not drawn)	1.1	27	-4	-6	4	-5	99	1.1	4
COc1ccc(N(CC(=O)NCc2ccco2)S(C)(=O)=O)cc1	1.1	5	0	-3	-7	9	97	0.99	6
CCOC(=O)c1c(NC(=O)Cc2cccs2)sc2c1CCCC2	1.1	-19	1	-8	4	0	103	1	0
CCOc1ccc(Cl)cc1/C=N/O	1.2	8	6	-3	8	3	157	1	6
CCOC(=O)CSC1=C(C#N)C(c2ccc(OC)cc2)C2=C(CC(C)(C)CC2=O)N1 (stereo not drawn)	1.2	26	-25	-2	2	3	62	1.1	6
CCOC(=O)C1=C(C)N=C2SC(C)C(=O)N2C1c1ccc(OC(C)=O)c(OCC)c1 (stereo not drawn)	0.97	-17	16	-3	4	-1	103	1	2
COc1ccc(OC)c(NC(=O)C2CCN(S(=O)(=O)c3cccs3)CC2)c1	1.1	-10	14	1	1	.	99	1	.
Cc1ccccc1-n1nnnc1SCC(N)=O	1	-10	14	-2	7	1	109	0.99	4

Part of the list above, field by field.
SMILES: COc1ccc(S(=O)(=O)N2CCC(C(=O)Nc3ccccc3C)CC2)c2cccnc12
  Autofluor 339: 1.1 | Cdc25B inh: -10 | DUSP1 inh: 5 | Hsp90 block: 0 | PKA kinase inh: 0 | JNK3 blocker: -3 | HER2 expr 66K: 98 | A340 absorber: 1 | ROCK2 blocker: -1

SMILES: CCOC(=O)N1CCN(S(=O)(=O)c2cc(Br)cc3c2N(C(=O)C2CC2)CC3)CC1
  Autofluor 339: 1.1 | Cdc25B inh: -13 | DUSP1 inh: 6 | Hsp90 block: . | PKA kinase inh: -3 | JNK3 blocker: . | HER2 expr 66K: 66 | A340 absorber: 1 | ROCK2 blocker: .

(further entries)
SMILES	Autofluor 339	Cdc25B inh	DUSP1 inh	Hsp90 block	PKA kinase inh	JNK3 blocker	HER2 expr 66K	A340 absorber	ROCK2 blocker
COc1ccc(N(CC(=O)NCCSc2ccccn2)S(C)(=O)=O)cc1Cl	1.1	-7	9	.	7	.	43	1	.
CC(=O)c1cccc(NC(=O)c2ccco2)c1	1.1	-14	-2	-1	9	5	81	0.97	4
COc1ccc(OCc2cccc(C(=O)N3CCCC3)c2)cc1	1.1	1	6	0	9	3	97	0.98	4
O=C(Nc1ccc(C(=O)N2CCCC2)cc1)c1ccccc1F	1.1	-13	3	-2	1	1	96	1.1	-10
O=C(c1cc2n(n1)C(C(F)(F)F)CC(c1ccco1)N2)N1CCN(c2ccccn2)CC1 (stereo not drawn)	1.1	-3	3	5	-4	-7	71	1	-11
CCCCn1c(=NC(=O)c2ccco2)c(C(=O)OCC)cc2c(=O)n3ccccc3nc21	2.2*	-7	15	.	-2	.	98	1	.
Cc1cccc(-n2ncc3c(NCCN4CCOCC4)ncnc32)c1	1.1	7	-18	-2	6	9	101	1	10
CN(O)/C=c1/ccc2c(n1)C(=O)C=CC=2	1	-5	-22	16	-6	-5	83	1.1	-8
O=C(CSc1nc2ccccc2o1)N1CCN(c2ccc(Cl)cc2)CC1	1	-8	1	-1	2	2	94	1	-3
CCCN1C=CC(=C2C(=O)c3ccccc3C2=O)C=C1	1	10	2	-2	-20	56*	128	1.1	-40
COC(=O)c1ccc(CN(c2ccc(C)cc2)S(=O)(=O)c2ccc3c(c2)OCCO3)o1	1.1	-2	27	-1	6	2	107	1	4
CCC(C(=O)Nc1nnc(-c2ccco2)s1)c1ccccc1 (stereo not drawn)	1.4	-2	-8	-4	-11	3	70	1.1	-1
Cc1cccc(-c2noc(CN(C(=O)C34CC5CC(CC(C5)C3)C4)C(C)C)n2)c1	1.1	-7	-4	-3	9	1	100	1	6
Cc1cc(C)nc(SCc2n[nH]c(=S)n2C)n1	1.1	-6	18	-3	6	3	117	1	11
COC(=O)c1sc(S(=O)(=O)NCc2cccs2)c(C(=O)OC)c1C	1	-8	-1	0	4	-2	60	0.99	2
CCc1nnc(NC(=O)CSc2nccn2-c2ccccc2)s1	1.1	4	3	3	-2	-7	103	1	-4
CN1C(=O)/C(=C2/C=CC=CN2C)OC1=S	1.1	4	3	-5	-4	-9	105	1.1	3
CCOC(=O)c1[nH]c(=O)[nH]c1CSCCO	1.1	-12	6	.	.	.	68	0.97	.
CCN(C)c1ccc(/C=N\n2nnnc2N)cc1	2.5*	-8	-11	-2	6	-7	61	1.1	4
Cc1ccccc1CN1CCNC(=O)C1CC(=O)O (stereo not drawn)	1.1	-11	-2	0	4	-4	129	1.1	-6
CN(Cc1ccccc1)C(=O)CCC(=O)N(C)Cc1ccccc1	1.1	5	19	0	-9	-5	107	1	-3
Nc1nc2ccc(S(=O)(=O)c3ccc4nc(N)sc4c3)cc2s1	1.4	15	-5	0	10	4	97	1	5

Shown with two lines to a compound: part of the list above.
Below each compound: Autofluor 339, Cdc25B inh, DUSP1 inh, Hsp90 block, PKA kinase inh, JNK3 blocker, HER2 expr 66K, A340 absorber, ROCK2 blocker
> CCOC(=O)C1=C(C)N=C2SC(C)C(=O)N2C1c1ccc(OC(C)=O)c(OCC)c1 (stereo not drawn)
→ 0.97, -17, 16, -3, 4, -1, 103, 1, 2
> COc1ccc(OC)c(NC(=O)C2CCN(S(=O)(=O)c3cccs3)CC2)c1
→ 1.1, -10, 14, 1, 1, ., 99, 1, .

Some of these compounds in order of formula weight, lowest first:
SMILES	Autofluor 339	Cdc25B inh	DUSP1 inh	Hsp90 block	PKA kinase inh	JNK3 blocker	HER2 expr 66K	A340 absorber	ROCK2 blocker
CN1C(=O)/C(=C2/C=CC=CN2C)OC1=S	1.1	4	3	-5	-4	-9	105	1.1	3
CC(C)C(=O)Nc1cc(C(F)(F)F)ccc1N1CCOCC1	1.1	3	19	-5	3	-3	119	1.1	-1
CCc1nnc(NC(=O)CSc2nccn2-c2ccccc2)s1	1.1	4	3	3	-2	-7	103	1	-4
CCOC(=O)c1c(NC(=O)Cc2cccs2)sc2c1CCCC2	1.1	-19	1	-8	4	0	103	1	0
COc1ccc(N(CC(=O)NCCSc2ccccn2)S(C)(=O)=O)cc1Cl	1.1	-7	9	.	7	.	43	1	.
CCOC(=O)C1=C(C)N=C2SC(C)C(=O)N2C1c1ccc(OC(C)=O)c(OCC)c1 (stereo not drawn)	0.97	-17	16	-3	4	-1	103	1	2
COc1cccc(-n2nnc3c(=O)n(CC(=O)N4CCC(Cc5ccccc5)CC4)cnc32)c1	1.1	-7	7	-1	3	.	77	1.1	.
